# hERG rescue: hERG rescue from dofetilide block, primary screen, cell-based, CHO-hERG, FluxOR thallium flux, dofetilide IC70. Voltage-gated inwardly rectifying potassium channel KCNH2 (Homo sapiens), Q12809. dofetilide IC70 present. activation (rescue from dofetilide block), less the hit threshold, % at 10 µM. 0.51% of 310,000 active. AID 1511, 2009;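 active means activation above the mean of controls blocked by dofetilide plus 5 SD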;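 further: thallium influx through hERG after potassium depolarization seen as dye fluorescence rise; in these data hits start at about 4.7%; inactives centre near -7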
# Target sequence (Q12809 whole entry, looked up): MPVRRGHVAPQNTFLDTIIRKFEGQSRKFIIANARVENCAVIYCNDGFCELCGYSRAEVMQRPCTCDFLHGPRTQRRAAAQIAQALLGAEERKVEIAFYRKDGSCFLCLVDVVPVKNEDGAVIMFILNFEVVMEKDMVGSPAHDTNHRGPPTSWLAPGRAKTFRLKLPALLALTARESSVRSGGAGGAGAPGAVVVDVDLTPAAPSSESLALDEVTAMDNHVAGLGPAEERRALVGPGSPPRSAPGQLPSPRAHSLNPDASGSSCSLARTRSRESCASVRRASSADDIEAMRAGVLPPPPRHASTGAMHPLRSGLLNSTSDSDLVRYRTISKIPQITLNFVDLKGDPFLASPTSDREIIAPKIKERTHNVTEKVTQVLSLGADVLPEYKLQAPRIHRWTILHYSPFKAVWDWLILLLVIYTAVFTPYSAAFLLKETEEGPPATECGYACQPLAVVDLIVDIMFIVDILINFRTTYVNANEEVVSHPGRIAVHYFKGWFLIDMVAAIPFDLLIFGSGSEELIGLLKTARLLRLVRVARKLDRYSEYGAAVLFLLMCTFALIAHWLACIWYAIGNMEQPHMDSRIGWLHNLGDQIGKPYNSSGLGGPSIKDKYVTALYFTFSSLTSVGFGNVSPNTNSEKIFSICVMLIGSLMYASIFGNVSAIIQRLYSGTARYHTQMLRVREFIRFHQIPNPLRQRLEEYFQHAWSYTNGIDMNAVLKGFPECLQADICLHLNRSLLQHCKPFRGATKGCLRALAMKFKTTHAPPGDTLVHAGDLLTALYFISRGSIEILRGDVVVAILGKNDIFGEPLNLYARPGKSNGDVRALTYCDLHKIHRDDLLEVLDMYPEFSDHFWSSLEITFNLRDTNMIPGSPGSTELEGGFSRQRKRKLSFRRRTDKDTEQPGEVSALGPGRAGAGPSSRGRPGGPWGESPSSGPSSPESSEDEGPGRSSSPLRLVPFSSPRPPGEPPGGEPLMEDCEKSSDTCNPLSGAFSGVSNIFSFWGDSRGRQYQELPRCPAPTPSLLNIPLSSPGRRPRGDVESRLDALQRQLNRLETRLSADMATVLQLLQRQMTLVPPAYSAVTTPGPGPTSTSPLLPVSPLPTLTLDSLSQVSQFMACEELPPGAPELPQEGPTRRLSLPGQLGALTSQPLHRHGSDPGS
# PolyA inhibitor: polyadenylation inhibitors in yeast reporter cells, primary screen, luminescence, S. cerevisiae; S. cerevisiae SKY197-pL101 polyadenylation reporter, beta-gal luminescence; efflux-impaired pdr1/pdr3 knockout yeast; score 100 = 6 SD above DMSO; 0.02% of 300,000 active; AID 1875, 2009; calls only at 12 µM;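 active means lowest replicate activity score at least 50, where 100 means six control SD above control mean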;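 further: yeast exposed to compound for 9 h at 30 °C; higher score means more reporter readthrough which indicates perturbed polyadenylation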
# GSK3 alpha inh: blockers of GSK3A enzyme activity – biochemical, luminescence, cell-free homogeneous, HTS, primary screen; inhibition, % at 10 µM; AID 2650, 2010; Glycogen synthase kinase-3 alpha (Homo sapiens), P49840; GSK-3 alpha kinase, ADP-Glo luminescence, 60 min; 0.1% of 320,000 active;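 in the data active means inhibition above about 50%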;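 further: GST-tagged GSK-3 alpha with peptide substrate and 25 µM ATP; 0% = DMSO neutral wells and 100% = GW8510 positive control wells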
# KCNK9 block: KCNK9 potassium channel inhibitors, primary screen, HEK293 cells, thallium flux | FluxOR thallium flux fluorescence; active compounds read low | B-score at 10 µM | 1.2% of 310,000 active | AID 488922, 2010;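 active means ratio B-score over 3 SD below the library mean, with starting fluorescence within 5 SD of its mean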;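 further: negative B-score means less thallium flux so channel inhibition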
# DYRK1A inh: rat Dyrk1A kinase inhibitors, primary screen, biochemical, single point, plate reader; Dual specificity tyrosine-phosphorylation-regulated kinase 1A (Rattus norvegicus), Q63470; ADP-Glo luminescence, NFATc1 peptide; inhibition, % at 12.5 µM; 0.43% of 310,000 active; AID 504441, 2011; in the data active means inhibition above about 50%;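 further: plate controls were vehicle with enzyme for no effect and no enzyme for full effect; many of its hits are not listed in these tables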
# GSK3B inh: human GSK3beta kinase inhibitors, primary screen, biochemical, cell-free homogeneous, HTS; Glycogen synthase kinase-3 beta (Homo sapiens), P49841; GST-GSK3beta kinase, ADP-Glo luminescence, 60 min; active compounds read low; activity score (negative = inhibition), % at 10 µM; 0.038% of 300,000 active; AID 2097, 2009;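 active means more than half of replicate wells score below -50%, meaning over 50% inhibition versus plate controls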;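 further: 0% = median DMSO wells and -100% = median GW8510 positive control wells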
#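 Assay system: GST-fused GSK3beta enzyme, cell-free / Medium: Tris pH 7.5 buffer with MgCl2, DTT, BSA, heparin / Also added: peptide substrate plus 25 µM ATP (final) / Compound: 10 µM single point / Timing: kinase reaction with compound 60 min at room temperature / Detection: ADP-Glo luminescence / Benchmarks: DMSO neutral wells and GW8510 at 20 µM as positive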
# KCNQ1 block: inhibitors of human KCNQ1 channel, primary screen, cell-based, thallium flux, high-throughput; CHO-K1 KCNQ1, FluxOR thallium flux fluorescence; active compounds read high; B-score at 10 µM; Potassium voltage-gated channel subfamily KQT member 1 (Homo sapiens), P51787; 1.3% of 310,000 active; AID 2642, 2010;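 active means compounds whose thallium flux B-score, printed positive for inhibition, exceeds three library SD while starting fluorescence stays within three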;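 further: channel opened by potassium depolarization with thallium stimulus after 20 min compound exposure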
# KCNK3 inh: human KCNK3 channel inhibitors, primary screen, CHO cells, FluxOR thallium flux, B-score | Potassium channel subfamily K member 3 (Homo sapiens), O14649 | FluxOR fluorescence; active compounds read low | B-score at 10 µM | 0.84% of 340,000 active | AID 602410, 2012;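 active means B-score under library mean minus 4 SD, starting fluorescence ratio at most library mean plus 5 SD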;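 further: more negative B-score means stronger inhibition of thallium flux through KCNK3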
# HDAC3 inhib: HDAC3 deacetylase inhibitors, primary screen, biochemical, fluorescence, cell-free homogeneous; 0.15% of 320,000 active; recombinant HDAC3, fluorogenic peptide/trypsin coupled; Histone deacetylase 3 (Homo sapiens), O15379; inhibition, % at 8.3 µM; AID 2718, 2010; in the data active means inhibition above about 26%, passing the limit was not always enough
# RGS4 pot: RGS4 potentiators or activators, primary screen, cell-based, HEK293 M3R inducible RGS4, calcium flux. carbachol calcium flux Fluo4; active compounds read low. B-score at 10 µM. 0.92% of 310,000 active. AID 463111, 2010;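 active means B-score of the integrated calcium signal more than 4 SD below the library mean, with starting fluorescence not abnormally high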;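 further: negative B-score means reduced calcium response which marks RGS4 activation or potentiation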
#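 Test system: HEK293 cells with stable M3R and inducible RGS4; also added: carbachol at ECmax as muscarinic agonist stimulus; schedule: dye loading 30 min 37 °C, buffer rest 30 min RT; technique: kinetic calcium fluorescence imaging with Fluo4-AM dye, 2 µM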
# KCNQ1 pot: potentiators or activators of KCNQ1 channel, primary screen, cell-based, thallium flux, high-throughput; CHO-K1 KCNQ1, thallium flux FluxOR fluorescence; active compounds read high; B-score at 10 µM; 0.35% of 310,000 active; Potassium voltage-gated channel subfamily KQT member 1 (Homo sapiens), P51787;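 active means fluorescence ratio B-score, a plate-corrected score, at least three library SD, with initial intensity B-score within 5 SD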
#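 assay system = KCNQ1-transfected CHO-K1 cells | medium = assay buffer with matched DMSO | probe or stimulus = depolarizing K+/Tl+ stimulus, K2SO4 and Tl2SO4 each 12.5 mM in 5x stock | dosing = single dose | incubation = dye 90 min, compound 20 min, room temperature | detection = kinetic FluxOR fluorescence, 10 s baseline plus 110 s post-stimulus | evaluation = ratio B score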
# Starred values were filed as active, the others as inactive; i = inactive; / = not tested or not shown. Some of the compounds tested; count on the stated rates, not on these rows.
SMILES,hERG rescue,PolyA inhibitor,GSK3 alpha inh,KCNK9 block,DYRK1A inh,GSK3B inh,KCNQ1 block,KCNK3 inh,HDAC3 inhib,RGS4 pot,KCNQ1 pot
O=C(/C=C/c1ccco1)NC(=S)Nc1ccccc1,-5,i,0,i,/,3,i,i,7,i,i
N#CC1=C(N)Oc2cc(O)c(Cl)cc2C1c1cccnc1 (stereo unspecified),-25,i,6,i,15,0,i,i,9,i,i
CCN(CC)C(=O)C1CCCN(Cc2nc(-c3cccs3)no2)C1 (stereo unspecified),-7,i,-2,i,-3,1,i,i,-2,i,i
O=C(CCN1CCCCCC1)Nc1cccc(Cl)c1,-5,i,-2,i,-7,1,i,i,-3,i,i
O=Cc1cn(CCC(=O)O)nc1-c1cccc(Br)c1,-12,/,-2,i,3,3,i,i,4,i,i
CCOC(=O)N1CCC(N2Cc3cccc(C(=O)NC(C)c4ccc5c(c4)OCCO5)c3C2=O)CC1 (stereo unspecified),-14,i,/,i,16,1,i,-13*,9,i,i
CCOCCn1ccc2c(OCC(=O)NCc3ccccc3)cccc2c1=O,-9,i,2,i,5,3,i,i,7,i,i
COC(=O)C(=C/C(C)=C/c1cccs1)C(=O)OC,-12,i,-2,i,-5,2,i,i,11,i,i
CCOc1cc(C(=S)N2CCCC2)ccc1O,-6,i,1,i,/,2,i,i,-4,i,i
COc1ccc(-c2cc(C(=O)N/N=C/c3ccc(OC)c(COCC(F)(F)C(F)F)c3)c3ccccc3n2)c(OC)c1,-8,i,-1,i,2,1,i,i,1,i,i
CN(C(=O)c1ccc2c(c1)OCO2)C1(C)CCS(=O)(=O)C1 (stereo unspecified),-7,i,2,i,-1,2,i,i,-8,i,i
O=C(Nc1nnc(COc2ccccc2)s1)Nc1ccccc1F,-3,i,1,i,4,-1,i,i,2,i,i
C=CCn1c(SCc2nc3cc(C(=O)OC)ccc3c(=O)[nH]2)nc2sc(CC)cc2c1=O,-1,i,-3,i,-2,-2,i,i,-3,i,i
CCOC(=O)CCC(=O)NCc1ccc2c(c1)cc(C)n2C,-9,i,-1,i,3,-5,i,i,0,i,i
COc1cc(SC#N)ccc1N=Cc1c(C)[nH]n(-c2ccc(C)cc2)c1=O,-8,i,-3,i,-11,-3,i,i,0,i,i
Cc1cc(C)cc(N(C(=O)c2ccco2)C(C(=O)NC2CCCC2)c2ccncc2)c1 (stereo unspecified),-9,i,0,i,6,0,i,i,1,i,i
Cc1ccc(-n2nc(C(=O)O)nc2-c2ccccc2)cc1,-5,i,-5,i,2,3,i,i,-2,i,i
O=C(CCN1CCN(c2ccccc2)CC1)Nc1ccc(OCc2ccccc2)cc1,-2,i,0,i,-16,2,i,i,1,i,i
O=C1OCC/C1=C\c1ccccc1O,-13,i,1,i,-3,1,i,i,1,i,i
CCC(=O)c1ccc(OCC(O)CN(C)C2CCCCC2)cc1 (stereo unspecified),-6,i,0,i,9,1,i,i,-2,i,i

# Reformatted: 13 of the compounds above
SMILES | hERG rescue | PolyA inhibitor | GSK3 alpha inh | KCNK9 block | DYRK1A inh | GSK3B inh | KCNQ1 block | KCNK3 inh | HDAC3 inhib | RGS4 pot | KCNQ1 pot
O=C(/C=C/c1ccco1)NC(=S)Nc1ccccc1 | -5 | i | 0 | i | / | 3 | i | i | 7 | i | i
N#CC1=C(N)Oc2cc(O)c(Cl)cc2C1c1cccnc1 (stereo unspecified) | -25 | i | 6 | i | 15 | 0 | i | i | 9 | i | i
CCN(CC)C(=O)C1CCCN(Cc2nc(-c3cccs3)no2)C1 (stereo unspecified) | -7 | i | -2 | i | -3 | 1 | i | i | -2 | i | i
O=C(CCN1CCCCCC1)Nc1cccc(Cl)c1 | -5 | i | -2 | i | -7 | 1 | i | i | -3 | i | i
O=Cc1cn(CCC(=O)O)nc1-c1cccc(Br)c1 | -12 | / | -2 | i | 3 | 3 | i | i | 4 | i | i
CCOC(=O)N1CCC(N2Cc3cccc(C(=O)NC(C)c4ccc5c(c4)OCCO5)c3C2=O)CC1 (stereo unspecified) | -14 | i | / | i | 16 | 1 | i | -13* | 9 | i | i
CCOCCn1ccc2c(OCC(=O)NCc3ccccc3)cccc2c1=O | -9 | i | 2 | i | 5 | 3 | i | i | 7 | i | i
COC(=O)C(=C/C(C)=C/c1cccs1)C(=O)OC | -12 | i | -2 | i | -5 | 2 | i | i | 11 | i | i
CCOc1cc(C(=S)N2CCCC2)ccc1O | -6 | i | 1 | i | / | 2 | i | i | -4 | i | i
COc1ccc(-c2cc(C(=O)N/N=C/c3ccc(OC)c(COCC(F)(F)C(F)F)c3)c3ccccc3n2)c(OC)c1 | -8 | i | -1 | i | 2 | 1 | i | i | 1 | i | i
CN(C(=O)c1ccc2c(c1)OCO2)C1(C)CCS(=O)(=O)C1 (stereo unspecified) | -7 | i | 2 | i | -1 | 2 | i | i | -8 | i | i
O=C(Nc1nnc(COc2ccccc2)s1)Nc1ccccc1F | -3 | i | 1 | i | 4 | -1 | i | i | 2 | i | i
C=CCn1c(SCc2nc3cc(C(=O)OC)ccc3c(=O)[nH]2)nc2sc(CC)cc2c1=O | -1 | i | -3 | i | -2 | -2 | i | i | -3 | i | i

# Next part:
SMILES,hERG rescue,PolyA inhibitor,GSK3 alpha inh,KCNK9 block,DYRK1A inh,GSK3B inh,KCNQ1 block,KCNK3 inh,HDAC3 inhib,RGS4 pot,KCNQ1 pot
CCCn1c(=O)c(C(=O)Nc2ncccc2O)c(O)c2ccccc21,-1,i,0,i,4,1,i,i,1,i,i
O=[N+]([O-])c1cccc(NC(=S)N2CCOCC2)c1,0,i,-1,i,-4,0,i,i,-2,i,i
CCC1CCCCN1C(=S)NC(=O)c1cccc([N+](=O)[O-])c1 (stereo unspecified),20*,i,-1,i,6,3,i,i,-16,i,28*
Cc1cc(NC(=O)CSc2nc(-c3ccc(Cl)cc3)cs2)no1,-11,i,-2,i,0,-2,i,i,-5,i,i
O=C(c1ccco1)N1CCN(C(=O)C2c3ccccc3Oc3ccccc32)CC1,-10,i,-1,i,-4,-3,i,i,3,i,i
CCN1C(=O)NC(c2cccnc2)C(C(=O)OC)=C1C (stereo unspecified),-7,i,-2,i,-1,0,i,i,-7,i,i
O=C(Nc1ccccc1N1CCOCC1)c1ccco1,-7,i,1,i,-2,3,i,i,3,i,i
O=C(O)C1C2C=CC(C3CC23)C1C(=O)N1CCc2ccccc21 (stereo unspecified),-9,i,-3,i,6,2,i,i,-2,i,i
CCn1cc(C(=O)OCC(=O)NCc2ccc3c(c2)OCO3)c(=O)c2ccc(C)nc21,-14,i,-3,i,-1,14,i,i,-1,i,i
O=C(CN1CCN(c2ccc(F)cc2)CC1)Nc1cc(C(F)(F)F)ccc1Cl,-6,i,0,i,6,4,i,i,5,i,i
O=C(NC1CCCC1)C(c1ccccc1F)N(C(=O)c1csnn1)c1ccccc1 (stereo unspecified),-6,i,/,i,-7,-1,i,i,/,i,i
COCCCNC(=S)N(CCCO)Cc1cc2cc3c(cc2[nH]c1=O)OCCO3,-11,i,-2,i,-2,0,i,i,-10,i,i
CCCCCCn1c(SCC(=O)OC)nc2c1c(=O)[nH]c(=O)n2C,-7,i,-1,i,1,3,i,i,-2,i,i
CC1=CC(C)=Nc2ccccc2N1,-11,i,2,i,11,1,i,i,-2,i,i
COc1cc(-c2nc3ccc4ccccc4c3c3c2CCC3)ccc1O,1,i,-2,i,5,-1,i,i,1,i,i
COc1ccc(-c2nc(CN3CCCCC3CCc3ccccn3)c(C)o2)cc1 (stereo unspecified),-8,i,-2,i,-4,-1,i,i,-5,i,i
CC(C)(C)n1nc2c(c1NC(=O)c1cc3ccccc3o1)CSC2,-7,i,2,i,1,1,i,i,2,i,i
O=c1nc(-c2ccccc2)n(-c2ccc(Cl)cc2)[nH]1,-6,i,-2,i,-5,3,i,i,-38,i,i
COc1ccccc1NC(=O)C1CCN(C(=O)c2ccc(C(C)(C)C)cc2)CC1,-5,i,-2,i,2,5,i,i,4,i,i
COc1ccc(CN2CCCC(CO)(Cc3ccc(F)cc3)C2)cc1C (stereo unspecified),-3,i,-4,i,/,3,i,i,-4,i,i
CCOc1ccc(-n2c(=S)sc3c(=O)[nH]c(SCC(=O)C(C)(C)C)nc32)cc1,-6,i,-4,i,2,5,6*,i,8,i,i
Cn1cnc([N+](=O)[O-])c1SCC(=O)NN,-12,i,-5,i,-1,2,i,i,9,i,i
COc1cc(C2NC(=O)NC(c3ccccc3)=C2C(C)=O)ccc1OCC(=O)O (stereo unspecified),-8,i,-1,i,-6,-3,i,i,4,i,i
OCCSc1nc2ccccc2n1CCOc1ccccc1,-1,i,-2,i,-1,0,i,i,0,i,i
O=C(c1ccc(F)cc1F)N1CCN(c2ncccn2)CC1,-3,i,-13,i,3,1,i,i,-13,i,i
COc1ccc(NC(=O)CN(C)C(=O)c2ccc(-c3ccccc3Cl)o2)cc1,-3,i,0,i,4,1,i,i,-2,i,i
Cn1c(SCC(=O)NCc2cccs2)nnc1-c1ccco1,-8,i,-2,i,-2,0,i,i,-3,i,i
Cc1ccc(S(=O)(=O)N2CCN(C(=S)NCCc3ccccc3)CC2)cc1,-19,i,-3,i,-1,4,i,i,-2,i,i

# Compound activity deposited in PubChem by several laboratories.
